ERAP1 inh = human ERAP1 aminopeptidase inhibitors, primary screen, biochemical, single point, plate reader; 340,000 compounds, 0.15% hits; recombinant ERAP1, Leu-AMC fluorescence, 60 min; inhibition, % at 10.7 µM;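 active = mean replicate inhibition of at least 30%, or all replicates individually reaching that 30% level; inactive = mean below 30% and not every replicate reaching it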;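 also: 0% = neutral control wells and 100% = L-leucinethiol positive control wells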
Target sequence (Q9NZ08 whole entry, looked up): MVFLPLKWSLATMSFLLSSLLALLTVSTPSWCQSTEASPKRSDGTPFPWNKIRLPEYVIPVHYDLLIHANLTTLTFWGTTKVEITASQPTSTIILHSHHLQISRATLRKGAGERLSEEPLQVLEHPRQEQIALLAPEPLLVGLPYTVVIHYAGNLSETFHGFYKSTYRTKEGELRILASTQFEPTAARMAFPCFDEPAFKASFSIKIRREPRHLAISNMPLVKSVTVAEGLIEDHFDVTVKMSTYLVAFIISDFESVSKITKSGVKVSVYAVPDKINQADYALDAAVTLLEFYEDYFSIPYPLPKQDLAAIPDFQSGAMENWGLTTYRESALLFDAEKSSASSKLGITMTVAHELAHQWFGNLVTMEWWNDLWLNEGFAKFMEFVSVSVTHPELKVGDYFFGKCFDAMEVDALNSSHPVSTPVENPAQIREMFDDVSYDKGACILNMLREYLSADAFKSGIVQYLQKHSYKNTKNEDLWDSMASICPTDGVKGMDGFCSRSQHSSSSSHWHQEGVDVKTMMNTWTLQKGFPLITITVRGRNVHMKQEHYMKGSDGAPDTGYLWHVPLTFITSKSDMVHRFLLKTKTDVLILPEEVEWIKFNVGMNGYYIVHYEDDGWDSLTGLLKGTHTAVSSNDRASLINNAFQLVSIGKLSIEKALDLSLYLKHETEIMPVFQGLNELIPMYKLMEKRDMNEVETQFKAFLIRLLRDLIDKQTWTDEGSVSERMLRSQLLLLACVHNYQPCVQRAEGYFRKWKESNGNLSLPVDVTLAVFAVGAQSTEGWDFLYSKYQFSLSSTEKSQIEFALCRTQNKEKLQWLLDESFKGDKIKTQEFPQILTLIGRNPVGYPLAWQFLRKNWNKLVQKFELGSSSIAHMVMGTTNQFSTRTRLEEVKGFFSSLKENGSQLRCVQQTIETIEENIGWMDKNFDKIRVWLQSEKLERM
LGR2 antag = inhibitors of bursicon-induced LGR2 CRE-luciferase signal, primary screen, cell-based, HEK293, CRE-luciferase reporter, bursicon stimulation; 380,000 compounds, 0.35% hits; Drosophila bursicon receptor LGR2 (rickets); bursicon-stimulated, 4 h; inhibition, % at 9.99 µM;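 active = drop in luminescence signal, shown as inhibition above about 50% in the replicate tests, limit read from the data, passing the limit was not always enough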;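 also: agonist challenge used bursicon conditioned medium at about half maximal strength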
S100A4 inh HTS = inhibitors of S100A4-myosin IIA peptide binding, primary screen, biochemical, fluorescence polarization, TAMRA-MyoIIA peptide; Protein S100-A4 (Homo sapiens), P26447; inhibition, % at 10.7 µM; 360,000 compounds, 0.14% hits;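 active = mean inhibition of at least 70% across replicates, with every replicate also reaching that level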
Target sequence (P26447 whole entry, looked up): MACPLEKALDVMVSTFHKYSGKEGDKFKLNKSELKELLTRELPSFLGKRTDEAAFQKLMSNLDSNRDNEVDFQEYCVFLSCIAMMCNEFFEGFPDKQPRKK
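Test system – S100A4 monomer (human) · Compound – single-point compound testing · Schedule – 5 min incubation before reading · Probe or stimulus – TAMRA-labelled myosin IIA heavy-chain peptide probe, 5 nM · Benchmarks – neutral control DMSO, positive control TFP · Medium – Calcium-containing HEPES buffer, pH 7.2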
PGC1a acetyl inh = inhibitors of PGC1a acetylation signal, primary screen, cell-based, U2OS, AlphaScreen, inhibitor mode; AlphaScreen anti-acetyl-lysine; with virally co-expressed GCN5 acetyltransferase; 350,000 compounds, 0.17% hits; inhibition, % at 15.6 µM;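 active = every replicate shows inhibition of at least 40%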;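 also: 0% = neutral control wells and 100% = positive control wells; some results beyond the cut were filed as inactive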
Cneo AK release = Cryptococcus neoformans cell lysis inducers, primary screen, AK release luminescence, single concentration; C. neoformans lysis, adenylate kinase release luminescence, 4 h; normalised: neutral wells 0, clomiphene wells 100; lysis activity, % at 15 µM; 360,000 compounds, 0.2% hits;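 active = mean lysis activity across replicates of at least 80%, whatever share of replicates individually reach that level; inactive = mean lysis activity below 80%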
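Material – Cryptococcus neoformans yeast cells · Quantity – 5 × 10^6 yeast cells/mL · Buffer or medium – YPD medium · Compound – single dose · Timing – 4 h static compound exposure, 37 °C, read 1 h post-reagent · Signal – adenylate kinase release luminescence · Read-out basis – lysis from increased AK signal · Benchmarks – Clomiphene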
Statin myotox sup = suppressors of statin myotoxicity in C2C12 myotubes, primary screen, cell-based, single point, plate reader; C2C12 myotubes + simvastatin, ATP luminescence, 48 h; scaled: DMSO 0, geranylgeraniol control 100; rescue of ATP level, % at 7.49 µM; 330,000 compounds, 0.78% hits; AID 602340, 2012;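 active = mean ATP rescue above about 67%, or every replicate alone reaching that limit, limit read from the data, passing the limit was not always enough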;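 also: myotubes were challenged with 10 µM simvastatin during compound exposure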
SIRT5 inh = SIRT5 desuccinylase inhibitors, primary screen, biochemical, fluorescence imaging, single point, set 5; 330,000 compounds, 1.1% hits; inhibition, % at 15 µM; AID 652115, 2013; Purified SirT5, succinyl-peptide AMC, trypsin-coupled fluorescence; in the data active = inhibition above about 15%
XiGFP reactiv = activators of inactive X chromosome reactivation, primary screen, imaging, XiGFP fibroblasts, GFP high-content imaging, set 2; XiGFP mouse fibroblasts, % GFP-positive cells imaging, 3 d; cells co-treated with 5-aza-dC sensitizer; scaled so ellipticine positive control = 100%; activation, % at 7.58 µM; 360,000 compounds, 0.055% hits; AID 743238, 2013;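 active = mean normalized replicate activation at least 10% and every replicate at or above 10%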;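 also: 0% = median of on-plate neutral control wells and 100% = ellipticine 6 µM median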
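material = 68-5-11 XiGFP fibroblast line | medium = DMEM plus 5-aza-dC sensitizer | schedule = 3 days compound exposure | benchmarks = positive control ellipticine, 6 µM final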
An asterisk follows results filed as active; · = no result given; & = joins results of further samples. An excerpt, so the mix of outcomes need not match the whole.

Every second line gives: ERAP1 inh	LGR2 antag	S100A4 inh HTS	PGC1a acetyl inh	Cneo AK release	Statin myotox sup	SIRT5 inh	XiGFP reactiv
> Cc1cccc(S(=O)(=O)N(C)C[C@H]2OCc3cnnn3CCCC(=O)N([C@H](C)CO)C[C@H]2C)c1
    15&0&4	22&-3	-3&-2&-56	5&1	-1&0&3	1&-5&-9	-1&-6&-1	0.1&0.9
> Cc1c(C(=O)OCC(=O)NCc2ccccc2)oc2ccccc12
    0	-4	-1	0	0	8	-2	0.0
> CCOC(=O)CCC(=O)N1CCNC(=O)C1
    7	23	-4	2	0	-13	-1	0.2
> CS(=O)(=O)c1cccc(-c2ccc3nncn3c2)c1
    -1	-15	-3	·	0	-4	·	0.1
> O=P(O)(Cc1ccccc1)c1ccccc1
    1	-9	-1	8	-2	-14	1	0.1
> N#Cc1ccccc1NC(=O)COC(=O)C1CCN(C(=O)c2ccc(Cl)cc2)CC1
    0	9	-2	·	-2	7	-3	1.3
> C[C@@H]1O[C@@H](O[C@H]2[C@H](Oc3cc(O)c4c(c3)OC(c3ccc(O)cc3)CC4=O)O[C@H](CO)[C@@H](O)[C@@H]2O)[C@H](O)[C@H](O)[C@H]1O (some centres not stated)
    -2	-5	-7	·	-1	5	-5	0.0
> COc1ccc(NC(=O)c2c3c(nc4ccccc24)CCC3)cc1S(=O)(=O)N1CCOCC1
    ·	-5	·	-6	-4	4	·	0.0
> CC(C)[C@H](C)NC(=O)N(C)C[C@@H]1OCc2ccccc2-c2c(n(C)c3ccccc23)C(=O)N([C@@H](C)CO)C[C@H]1C
    1	10	5	-4	-1	·	-7	-0.3
> CCCC#Cc1cnc2c(c1)C(=O)N([C@@H](C)CO)C[C@H](C)[C@H](CN(C)C(=O)Nc1ccc(OC)cc1)O2
    0	-3	-32	-3	-1	15	-1	0.7
> O=C(Cn1ncc2c([nH]c3ccccc32)c1=O)NCC1CCN(Cc2ccc(F)cc2)CC1
    6	-3	6	-3	-1	2	-3	0.1
> CCOc1ccccc1C(=O)Nc1nnc(C(C)C)s1
    -2	-52	2	13	1	10	-2	1.8
> COc1ccc(CN(C)C[C@@H]2Oc3ccc(NC(=O)C4CC4)cc3CC(=O)N([C@H](C)CO)C[C@H]2C)cc1
    4	-4	1	6	2	34	5	-0.3
> CC(C)C[C@H]1COCn2nncc2CC[C@H](Cc2ccccc2)C(=O)N1
    1	4	1	·	1	·	5	0.0
> COc1cccc(Oc2nc(N)ncc2[N+](=O)[O-])c1
    1	-6	1	3	·	7	3	0.3
> COc1ccc(C(=O)Nc2nnc(S(=O)(=O)Cc3ccc(F)cc3)s2)cc1
    -1	2	2	·	-1	-1	-1	0.0
> C[C@H](CO)N1C[C@H](C)[C@@H](CN(C)S(=O)(=O)c2cccs2)Oc2c(NC(=O)c3ccncc3)cccc2C1=O
    3	-9&-20	-12&-3	14	2&1	-14&-1	8	0.0&-0.1
> Cc1ccc(C(=O)NNC(=O)c2ccccc2O)cc1S(=O)(=O)N1CCCCC1
    0	-30	-5	·	·	·	0	1.1
> Cc1ccc(NC(=O)c2ccc3ncsc3c2)cc1S(=O)(=O)N(C)C
    5	-70	3	·	·	·	0	0.0
> Cc1ccc(S(=O)(=O)Nc2ccc3c(c2)CC(=O)N([C@@H](C)CO)C[C@H](C)[C@@H](CN(C)Cc2ccc(-c4ccccc4)cc2)O3)cc1
    -2	-13	11	-5	2	129*	19*	-0.5
> CC1(C)C(C(N)=O)C(=O)NC(=O)C1C(N)=O (configuration not stated)
    2	10	-8	10	0	0	2	0.1
> CCC(C)[C@H](NC(=O)c1cc2cc(Cl)ccc2n1C)C(=O)N1CCC(C(=O)O)CC1 (some centres not stated)
    1	7	-6	1	0	4	4	-0.1
> N#C[C@@H]1[C@@H](c2ccc(C#CC3CCCCC3)cc2)[C@H](CO)N1C(=O)Nc1ccc(F)cc1
    -2	-11	-2	·	·	·	0	0.5
> COc1ccc2c3c([nH]c2c1)[C@H](CO)N(Cc1ccccn1)CC31CN(C(=O)c2ccccn2)C1
    ·	-6	·	-6	·	·	-5	-0.1
> Nc1nc2cc(Cl)ccc2n1N
    6	8	-1	·	·	·	-2	0.1
> O=C(N/N=C/c1coc2ccccc2c1=O)c1cc(Br)ccc1O
    0	-7	1	13	1	·	2	0.0
> C[C@@H]1CN([C@@H](C)CO)C(=O)c2cc(NC(=O)Cc3ccccc3)ccc2O[C@H]1CN(C)C(=O)Nc1ccccc1
    0	-2	-3	-1	12	-12	2	0.0
> Cc1cc(Cl)ccc1C(O)c1ncc(-c2ccccc2Cl)[nH]1 (configuration not stated)
    -2	-10	-2	-11	1	4	1	-0.2
> NC(=O)CSc1nnc(Cn2c(=O)sc3ccccc32)n1CCc1ccccc1
    ·	17	-4	-3	0	15	·	0.3
> O=C1CSC(=S)N1N=Cc1ccc(Cl)cc1Cl
    0	39	-20	·	·	·	-1	-0.1

A second format for 2 compounds above:
CCC(C)[C@H](NC(=O)c1cc2cc(Cl)ccc2n1C)C(=O)N1CCC(C(=O)O)CC1 (some centres not stated)
  ERAP1 inh: 1
  LGR2 antag: 7
  S100A4 inh HTS: -6
  PGC1a acetyl inh: 1
  Cneo AK release: 0
  Statin myotox sup: 4
  SIRT5 inh: 4
  XiGFP reactiv: -0.1
N#C[C@@H]1[C@@H](c2ccc(C#CC3CCCCC3)cc2)[C@H](CO)N1C(=O)Nc1ccc(F)cc1
  ERAP1 inh: -2
  LGR2 antag: -11
  S100A4 inh HTS: -2
  PGC1a acetyl inh: ·
  Cneo AK release: ·
  Statin myotox sup: ·
  SIRT5 inh: 0
  XiGFP reactiv: 0.5

For convenience, some entries already given.
Every second line gives: ERAP1 inh	LGR2 antag	S100A4 inh HTS	PGC1a acetyl inh	Cneo AK release	Statin myotox sup	SIRT5 inh	XiGFP reactiv
> COc1ccc(CN(C)C[C@@H]2Oc3ccc(NC(=O)C4CC4)cc3CC(=O)N([C@H](C)CO)C[C@H]2C)cc1
    4	-4	1	6	2	34	5	-0.3
> CC(C)C[C@H]1COCn2nncc2CC[C@H](Cc2ccccc2)C(=O)N1
    1	4	1	·	1	·	5	0.0
> COc1cccc(Oc2nc(N)ncc2[N+](=O)[O-])c1
    1	-6	1	3	·	7	3	0.3
> COc1ccc(C(=O)Nc2nnc(S(=O)(=O)Cc3ccc(F)cc3)s2)cc1
    -1	2	2	·	-1	-1	-1	0.0
> C[C@H](CO)N1C[C@H](C)[C@@H](CN(C)S(=O)(=O)c2cccs2)Oc2c(NC(=O)c3ccncc3)cccc2C1=O
    3	-9&-20	-12&-3	14	2&1	-14&-1	8	0.0&-0.1
> Cc1ccc(C(=O)NNC(=O)c2ccccc2O)cc1S(=O)(=O)N1CCCCC1
    0	-30	-5	·	·	·	0	1.1
> Cc1ccc(NC(=O)c2ccc3ncsc3c2)cc1S(=O)(=O)N(C)C
    5	-70	3	·	·	·	0	0.0
> Cc1ccc(S(=O)(=O)Nc2ccc3c(c2)CC(=O)N([C@@H](C)CO)C[C@H](C)[C@@H](CN(C)Cc2ccc(-c4ccccc4)cc2)O3)cc1
    -2	-13	11	-5	2	129*	19*	-0.5
> CC1(C)C(C(N)=O)C(=O)NC(=O)C1C(N)=O (configuration not stated)
    2	10	-8	10	0	0	2	0.1
> CCC(C)[C@H](NC(=O)c1cc2cc(Cl)ccc2n1C)C(=O)N1CCC(C(=O)O)CC1 (some centres not stated)
    1	7	-6	1	0	4	4	-0.1
> N#C[C@@H]1[C@@H](c2ccc(C#CC3CCCCC3)cc2)[C@H](CO)N1C(=O)Nc1ccc(F)cc1
    -2	-11	-2	·	·	·	0	0.5
> COc1ccc2c3c([nH]c2c1)[C@H](CO)N(Cc1ccccn1)CC31CN(C(=O)c2ccccn2)C1
    ·	-6	·	-6	·	·	-5	-0.1
> Nc1nc2cc(Cl)ccc2n1N
    6	8	-1	·	·	·	-2	0.1

Further compounds.
Every second line gives: ERAP1 inh	LGR2 antag	S100A4 inh HTS	PGC1a acetyl inh	Cneo AK release	Statin myotox sup	SIRT5 inh	XiGFP reactiv
> Cc1ccccc1OCc1nnc(SCC(=O)O)n1Cc1ccccc1
    -10	4	6	-3	·	-3	10	0.0
> CCCNC(=O)C[C@H]1CC[C@H]2[C@@H](COc3ccc(NC(=O)c4ccccc4)cc3C(=O)N2C)O1
    -1	-4	3	-1	0	-15	-2	-0.1
> C[C@@H]1CN([C@H](C)CO)C(=O)c2cc(NS(=O)(=O)c3ccc(F)cc3)ccc2O[C@@H]1CN(C)CC1CC1
    2	-17	-6	9	1	3	0	-1.2
> CC(C)(C)[S@@](=O)N1Cc2cc(C(=O)NCCc3ccncc3)nc(-c3cccc(-c4ccc(C#N)cc4)c3)c2[C@H]1CCO
    -1	2	11	7	23	-7	0	0.0
> C[C@H]1CN([C@@H](C)CO)C(=O)c2cccc(NC(=O)Nc3ccc(F)cc3)c2O[C@@H]1CN(C)C(=O)Nc1ccc(F)cc1
    -2	-12	-56	0	-3	-7	0	0.3
> O=C(c1cc(Cl)nc2ccccc12)N1CCN(S(=O)(=O)c2cccc(F)c2)CC1
    0	-10	-3	·	·	19	1	-0.1
> CCN(CC(=O)Nc1ccc(OC)cc1)CC(=O)Nc1ccc(Br)cc1F
    3	9	1	·	·	·	3	-0.2
> O=C(Nc1cccc(C(=O)Nc2ccccc2F)c1)c1ccccc1
    -2	4	-2	8	4	-16	8	0.0
> COC(=O)CC1(c2ccc(OC)cc2)C(=O)c2ccccc2C1=O
    7	14	-1	1	2	8	0	0.1
> COc1cc(C(=O)Nc2ccc(OCC(=O)N3CCOCC3)cc2C)cc(OC)c1OC
    4	-5	-1	·	3	6	2	0.1
> Cc1ccc(-c2ccc3c(c2)O[C@H](CN(C)S(C)(=O)=O)[C@@H](C)CN([C@H](C)CO)S3(=O)=O)cc1
    1	-4	-30	-5	-6	-17	-3	-0.2
> Cc1noc(C)c1C(=O)Nc1nc2ccc(S(C)(=O)=O)cc2s1
    7	-12	-4	·	-51	·	2	0.0
> C/C=C/c1cnc2c(c1)C(=O)N([C@@H](C)CO)C[C@H](C)[C@H](CN(C)Cc1cccc(C(=O)O)c1)O2
    9	23	-3	8	3	7	-11	-0.1
> O=C(NNC(=S)NCc1ccc(Cl)cc1)c1ccc2c(c1)OCO2
    1	-13	-6	·	·	·	-3	0.3
> COCCCn1c(SCC(=O)N2CCOCC2)nnc1-c1ccco1
    -5	-1	-20	9	-1	13	-7	0.2
